# Compound activity: PubChem, National Center for Advancing Translational Sciences (NCATS)
# LDHA inh: blocks human lactate dehydrogenase A | P00338 | purified LDHA, NADH/diaphorase-resazurin fluorescence; active compounds read low | activity change, % (values are at about 110 or 230 µM) | 0.15% of 480,000 active | AID 1347041; in the data active = activity change below about -30%; inconclusive = mostly about -25% to -30%;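 also: plate controls were DMSO wells for no effect and wells without enzyme for full effect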
#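 Human LDH5 at 2 nM final in Tris HCl pH 7.4 with 0.06 mM NADH and 0.2 mM pyruvate, reacted 5 minutes at room temperature. Remaining NADH coupled via diaphorase/resazurin; resorufin fluorescence read at 0 and 20 minutes, normalized to enzyme-free and DMSO wells.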
# D2 ag: D2 dopamine receptor (human) agonism | activation, % at 2 µM | 0.53% of 340,000 active | HEK293 T-REx D2 cells, calcium flux agonist mode;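 active = activation over 3 SD above normal in the single-dose calcium agonist read, cut at about 30% in these data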; also: 0% is about no effect
#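 Agonism is scored from calcium flux in a force-coupled, inducible HEK293 cell line expressing D2, read kinetically for 180 s after compound addition against dopamine controls.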
# RGS4 inh: inhibitors of human regulator of G protein signaling 4. P49798. Transcreener GDP fluorescence polarization, RGS4-accelerated GTP hydrolysis. Potency, µM (titrated, usually from 114 µM), for the others: top-dose activity change, negative = inhibition, actives largely listed as inhibitors. 0.039% of 390,000 active; also: potency is read from the fitted curve at half-maximal effect; % is scaled to controls: 0 for no effect and ±100 for the full control effect; nearly all actives have a fitted effect of over 75% in size; some results filed as inactive show a strong effect at the top dose
#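 MLSMR compounds (23 nl, pin-transferred) preincubated 10 min at room temperature with a 500nM (2x) first reagent, then RGS4 at 900nM (2x) plus Transcreener GDP mix added; fluorescence polarization (620/688 nm) read before and after 90 min at 30 °C.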
# Vif-A3F inh: Vif-A3F binding inhibition; HeLa A3F-eYFP + Vif (tagged APOBEC3F with the HIV-1 protein that degrades it), YFP fluorescence increase; 0.2% of 390,000 active; AID 602313; Potency, µM (top dose mostly 46.1 µM), without a hit: at the highest dose activity, negative = active; also: potency is read from the fitted curve at half-maximal effect; % of control where 0% means no effect; nearly all actives have a fitted effect of over 65% in size
#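 HeLa cells stably expressing A3F-eYFP plus Vif, plated and incubated overnight at 37 deg C, then exposed to compounds overnight at 37 deg C. Blocked degradation read as raised yellow fluorescence (Ex 488/Em 500-530).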
# Vif-A3G inh: Vif-A3G binding inhibition. Q9HC16. HeLa A3G-eYFP + Vif (tagged APOBEC3G with the HIV-1 protein that degrades it), YFP fluorescence, overnight. Potency, µM (highest dose often 46.1 µM), for the others: at the top dose activity, negative = active, hits mostly inhibitors. 0.076% of 410,000 active. AID 602310;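 also: potency is read from the fitted curve at half-maximal effect; % is scaled to controls: 0 for no effect and ±100 for the full control effect; nearly all actives have a fitted effect of over 60% in size; hits raise eYFP signal because A3G escapes Vif-driven loss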
# Target sequence (Q9HC16 whole entry, looked up): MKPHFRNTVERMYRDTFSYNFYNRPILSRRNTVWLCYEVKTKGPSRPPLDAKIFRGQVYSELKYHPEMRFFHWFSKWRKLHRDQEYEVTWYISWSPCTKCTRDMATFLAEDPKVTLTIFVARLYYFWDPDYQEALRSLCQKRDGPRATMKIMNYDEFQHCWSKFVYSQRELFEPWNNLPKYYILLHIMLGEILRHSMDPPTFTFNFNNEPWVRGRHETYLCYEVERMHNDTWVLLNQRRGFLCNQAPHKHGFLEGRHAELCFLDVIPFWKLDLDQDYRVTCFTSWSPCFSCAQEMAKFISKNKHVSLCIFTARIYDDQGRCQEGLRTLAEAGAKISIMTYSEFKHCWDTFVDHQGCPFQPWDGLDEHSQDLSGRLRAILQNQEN
#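 Read-out is eYFP fluorescence (Ex 488/Em 500-530) from Vif-expressing HeLa A3G-eYFP cells; more signal means A3G escaped Vif-mediated degradation. Cells plated overnight, compound pinned in, incubated overnight at 37 deg C.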
# ERG Ets-DNA blk: ERG Ets/DNA interaction inhibition; Potency, µM (highest dose often 76.9 µM), inactives show top-dose FP activity, negative = inhibition, hits mostly inhibitors; 0.028% of 370,000 active; fluorescence polarization, His-ERG Ets domain / labelled DNA; P11308; active = well fitted inhibition curve with a large enough effect in the polarisation, with a control signal flat; inconclusive = small, poorly fitted or top-dose-only effect, or effect the other way, or a change in a side signal; inactive = no such curve, though single readings can be large or run the other way; the % refers to the polarisation;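 also: polarization taken with two DNA probes labelled with fluorescein and Texas red; potency is read from the fitted curve at half-maximal effect; % of control where 0% means no effect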
#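 His-tagged ERG Ets domain (1 uM in the protein solution; 300mM KCl, 50mM Tris-HCl, 1mM EDTA, 1mM DTT, pH 7.5) received compound, then a probe mix of 5 nM fluorescein-DNA and 100nM Texas-615-DNA. Fluorescence polarization was read for both dyes.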
# D2 antagonist: antagonizes the human D2 dopamine receptor; AID 485344; inhibition, % at 10 µM; HEK293 TREx D2 cells, calcium flux, dopamine EC80; P14416; 2% of 340,000 active; in the data active = inhibition above about 30%; also: 0% is about no effect
#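 Read-out: kinetic calcium fluorescence (1 cycle/s) in inducible HEK293 T-REx D2 cells after an EC80 dopamine addition that followed 180 s compound preincubation. Loss of the dopamine response indicates antagonism.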
# Glioma ERSR ind: inducers of ER stress response in human glioma cells | AID 602332 | 0.02% of 420,000 active | Potency, µM, for inactives: at the top dose activation, most hits filed as activators | U87-MG GRP78 promoter luciferase reporter, 16 h; also: potency is read from the fitted curve at half-maximal effect; series mostly up to about 76 µM; % of control where 0% means no effect; nearly all actives have a fitted effect of over 35% in size
#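 Stably transfected U87-MG glioma cells carrying a GRP78-based luciferase sensor; 16 h compound incubation. Luminescence end-point read 10 min after Bright-Glo addition at room temperature.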
# ALOX12 inh: inhibitors of human 12S-lipoxygenase ALOX12; P18054; purified 12hLO, xylenol orange hydroperoxide absorbance; Potency, µM (top dose mostly 108 µM), without a hit: at the highest dose activity change, negative = inhibition, usual class: inhibitors; 1.1% of 580,000 active; AID 1671190; also: potency is read from the fitted curve at half-maximal effect; % is scaled to controls: 0 for no effect and ±100 for the full control effect
# Target sequence (P18054 whole entry, looked up): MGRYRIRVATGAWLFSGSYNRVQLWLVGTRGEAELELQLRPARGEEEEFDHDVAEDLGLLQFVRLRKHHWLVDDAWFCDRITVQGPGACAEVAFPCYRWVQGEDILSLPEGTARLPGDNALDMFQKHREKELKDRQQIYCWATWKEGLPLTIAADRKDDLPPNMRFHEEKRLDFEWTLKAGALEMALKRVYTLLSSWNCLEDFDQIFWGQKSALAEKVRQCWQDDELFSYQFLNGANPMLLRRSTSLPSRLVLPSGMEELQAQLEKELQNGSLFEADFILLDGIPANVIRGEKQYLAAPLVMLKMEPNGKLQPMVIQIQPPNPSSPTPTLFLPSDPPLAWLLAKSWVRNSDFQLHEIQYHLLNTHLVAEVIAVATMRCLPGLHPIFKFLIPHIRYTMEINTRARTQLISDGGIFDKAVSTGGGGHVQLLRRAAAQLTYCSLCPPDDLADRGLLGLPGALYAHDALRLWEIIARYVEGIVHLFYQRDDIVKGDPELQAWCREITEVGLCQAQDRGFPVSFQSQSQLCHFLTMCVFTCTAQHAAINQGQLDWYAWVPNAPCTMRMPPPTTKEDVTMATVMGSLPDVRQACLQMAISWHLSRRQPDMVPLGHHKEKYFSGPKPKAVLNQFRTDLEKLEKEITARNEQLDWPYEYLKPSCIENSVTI
#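 Purified human 12hLO (150 nM final) in 25 mM Hepes, 0.01% Triton X-100, pH 7.0 was preincubated 15 min at room temperature with compound. Then 40 uM arachidonic acid was added, 30 min. Hydroperoxide was read by Fe-XO absorbance ratio 573/405 nm.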
# Starred values were filed as active, the others as inactive; ? = inconclusive; nt = not tested or not shown; & = joins results of further samples; [ ] = remark or other dose. Unless noted, calls follow the shape of the dose curve; as a rule, active = well fitted curve in the direction sought with a large enough effect; inconclusive = small, poorly fitted or top-dose-only effect, or another doubt; inactive = no such curve, though single readings can be large; an effect the other way counts as inactive or inconclusive.
nr	SMILES	LDHA inh	D2 ag	RGS4 inh	Vif-A3F inh	Vif-A3G inh	ERG Ets-DNA blk	D2 antagonist	Glioma ERSR ind	ALOX12 inh
1	COc1ccccc1C(=O)NCc1ccc2c(c1)CCN2C(=O)c1cccc(C)c1	0.9	-4.3	-0.3%	1.9%	1.7%	-0.1%	nt	-2.8%	-25.2%
2	COc1ccccc1Nc1sc(C(=O)c2ccc(C)cc2C)c(N)c1S(=O)(=O)c1ccccc1	-1.5	-0.1	-25.1%	1.8%	-6.7%	1.9%	nt	-3.9%	-28.8%
3	O=S(=O)(c1ccccc1)N1CCN(Cc2ccccc2)CC1	-1.3&-0.9	0.3	-1.9%&14.6%	1.1%	-1.8%&1.2%	1.6%	-0.5	-3.1%&-2.7%	-2.3%
4	O=c1c2cc(N3CCOCC3)ccc2[nH]c(=S)n1Cc1ccccc1Cl	-0.2	nt	-20.1%	0.0%	-0.1%	-1.9%	nt	-1.8%	-1.0%
5	O=[N+]([O-])c1ccc(/C=N/N2CCCCC2)cc1	1.0	-3.2	-14.2%	-0.8%	0.3%	0.9%	-28.8	4.6%	-5.0%
6	COc1ccc(-c2cc(C(=O)Oc3cccc(C)c3)c3ccccc3n2)cc1	-1.9	1.6	-6.2%	-0.3%	0.8%	2.3%	nt	0.4%	3.4%
7	O=C(NC1CC1)c1cccc(NC(=O)C2CCN(S(=O)(=O)c3ccccc3C(F)(F)F)CC2)c1	-1.0	nt	nt	-2.1%	0.8%	nt	nt	-1.0%	-4.4%
8	Cc1ccc2cccc(NS(=O)(=O)c3ccccc3)c2n1	-5.2	nt	0.7%	?	?	-8.0%	6.1	-4.8%	5.5%
9	O=C1C(=O)N(Cc2ccco2)C(c2cccs2)/C1=C(\O)c1cccc([N+](=O)[O-])c1 (centres undefined)	0.6	-0.1	-21.3%	0.5%	-1.5%	-8.0%	5.7	-3.1%	-30.5%
10	COc1ccc(CCNC(=O)C2CC2)cc1	-11.0	nt	3.0%	-3.7%	-1.2%	2.5%	nt	-3.9%	175.0%[activator]
11	CCOC(=O)c1c(C)nc2c3ccccc3ccn12	-2.5	nt	18.0%	-1.1%	0.2%	-5.7%	nt	0.5%	-18.9%
12	O=C(NCc1ccccn1)Nc1ccc(F)c(Cl)c1	-2.7	-0.2	-14.4%	0.9%	-5.0%	-0.8%	6.0	0.7%	9.0%
13	O=[N+]([O-])c1cc(-c2csc(NC(CO)c3nc4ccccc4n3CCOCCO)n2)ccc1Cl (centres undefined)	2.7	nt	-51.4%	3.1%	0.7%	13.0%	nt	-7.2%	?
14	CCOC(=O)C1C(=O)C=C(c2cccs2)CC1c1ccccc1 (centres undefined)	-3.0	-1.5	-20.8%	-3.2%	-0.8%	5.3%	0.5	0.1%	-1.4%
15	COc1ccc(C2=Nc3ccccc3NC(=O)C2N(CCCn2ccnc2)C(=O)c2cccc(S(C)(=O)=O)c2)cc1 (centres undefined)	-3.3	nt	nt	nt	-1.9%	nt	nt	0.0%	-4.4%
16	Cc1cc(=O)oc2cc(OCC(=O)NCCCN3CCCC3=O)ccc12	-2.4&-1.8	0.2	-1.2%	4.7%	1.3%	-3.4%	-11.3	2.4%	0.0%&-4.2%
17	O=C1NC(=O)N(c2ccc(Cl)cc2)C(=O)/C1=C/c1ccc2c(c1)CCN2Cc1ccccc1Cl	-12.2	nt	16.9%	-0.7%	0.9%	-2.2%	nt	-4.2%	-1.9%
18	COc1cc(CNCCSc2nnnn2C)ccc1OCc1ccccc1C	0.9	0.6	9.3%	-0.9%	-0.4%	3.1%	nt	3.2%	-0.1%
19	NS(=O)(=O)c1ccc(CCNC(=O)C(=O)c2cn(CC(=O)N3CCCC3)c3ccccc23)cc1	0.3	2.3	-18.0%	5.7%	0.8%	-0.2%	-0.1	-2.4%	9.5%
20	Cn1c(C(=O)OC(C(=O)NC(C)(C)C)c2cccnc2)cc2sccc21 (centres undefined)	-13.2	0.0	-28.8%	-14.9%	-7.6%	23.9%	-4.2	1.9%	0.0%
21	CCOC(=O)c1cccc(-n2cccc2/C=C2\NC(=O)N(CC(=O)O)C2=O)c1	-3.0&-2.7	nt	-18.5%	0.6%	2.6%	nt	nt	-3.1%	?
22	CS(=O)(=O)N(CC(=O)N1CCCC1)c1ccccc1Br	-0.2	0.3	-16.8%	0.8%	2.0%	-1.5%	16.3	-1.1%	3.0%
23	Cc1cc(NC(=O)C(C)SCC(=O)N(C)CC(=O)Nc2ccc(F)cc2)no1 (centres undefined)	-5.4	-1.9	0.1%	-23.5%	-3.1%	-5.1%	8.4	1.8%	?
24	Cc1ccc(S(=O)(=O)/C(C#N)=C/c2ccccc2OCc2ccccc2)cc1	-3.0	0.9	-23.1%	-11.0%	-24.2%	3.3%	-5.2	4.7%	1.5%
25	O=C(CSc1nc(-c2ccccc2)cn1-c1ccccc1)Nc1ccccc1	-1.3	0.3	-5.3%	2.7%	1.0%	1.3%	nt	-1.2%	7.8%
26	Cc1ccccc1N(C(=O)CNC(=O)c1ccco1)C(C(=O)NC1CCCCC1)c1ccncc1 (centres undefined)	-12.3	5.8	5.6%	-8.3%	-2.6%	1.2%	-15.0	-0.8%	-5.3%
27	COc1cccc(NC(=O)C2CC(=O)N=C(N)S2)c1 (centres undefined)	-5.8	-0.3	-33.0%[11.4 µM]	-4.5%	-0.7%	-6.7%	-25.1	0.6%	0.0%
28	O=C(Cc1ccsc1)NCC(c1ccco1)N1CCCCC1 (centres undefined)	-2.0	0.1	-31.5%	nt	-1.6%	-0.5%	-5.8	-1.9%	0.0%[57.4 µM]
29	CCOC(=O)C1=C[C@@H](C(C)(C)C)N(S(=O)(=O)c2ccc(C)cc2)[C@H]1c1ccc(F)cc1	-7.9	nt	nt	nt	-2.4%	nt	nt	1.5%	2.9%
30	COc1ccccc1C(=O)COC(=O)COc1cccc2c1OC(C)(C)C2	0.8	0.3	-23.1%	-1.8%	-0.3%	12.8%	-2.7	-4.9%	3.1%
31	Cc1ccccc1-c1cnc(C(O)c2ccc(Cl)cc2C)[nH]1 (centres undefined)	-3.9	nt	nt	nt	-1.1%	nt	nt	-2.2%	2.4%
32	COc1ccc(-n2nc(C(=O)NCC(=O)Nc3ccccn3)c3ccccc3c2=O)cc1	2.5	-0.1	-7.7%	0.7%	-0.1%	8.5%	-18.1	2.4%	13.0%
33	COc1ccc(CS(=O)(=O)CC(C)(O)c2ccccc2)cc1 (centres undefined)	-8.7	1.6	14.8%	2.1%	-0.8%	-14.0%	-7.7	-2.8%	-3.2%
34	COc1ccc(NC(=O)C(OC)c2ccccc2)cc1Cl (centres undefined)	-1.1	-0.8	-7.8%	-4.6%	-0.4%	0.0%	7.0	-2.6%	-14.2%
35	CCCCOC(=O)CSCC(=O)Nc1cc(C)on1	-2.9	-0.3	-10.5%	5.6%	-9.7%	-2.6%	11.9	-4.5%	2.0%
36	Cn1nc(C(=O)N2CCN(c3ccccc3)CC2)c2c1-c1ccccc1SC2	-8.5	-0.7	11.4%	-2.2%	6.8%	0.3%	nt	-3.0%	-3.4%
37	Cc1nn(C)c(C)c1S(=O)(=O)N1CCCC(C(=O)NC2CCCCCC2)C1 (centres undefined)	1.0	1.1	?	3.5%	5.8%	-1.0%	-3.4	0.7%	0.1%
38	COc1ccccc1NC(=O)CSc1nccn1Cc1ccccc1	1.7	-1.0	-17.1%	8.1%	0.8%	4.6%	1.3	-4.3%	-1.1%
39	Cc1cccc(NC(=O)CNCC(=O)Nc2cccc(C)c2C)c1C	-2.5	0.0	8.8%	-6.3%	3.1%	16.5%	7.3	1.0%	nt
40	Cc1noc(NS(=O)(=O)c2ccc(NC(=O)/C=C/c3ccc(C(C)C)cc3)cc2)c1C	-1.1	-1.2	2.3%	-9.3%	-7.7%	8.5%	-2.7	0.8%	?
41	O=C(COc1coc(CN2CCCc3ccccc32)cc1=O)Nc1cccc([N+](=O)[O-])c1	-4.1	0.4	-2.4%	1.8%	-4.8%	?	2.8	-0.7%	?
42	COc1ccc2c(c1OC)C(=O)N1C2SC[C@H]1C(=O)NC1CC(C)(C)NC(C)(C)C1 (some centres undefined)	-7.5	-0.7	4.3%[11.4 µM]	-4.2%	1.2%	-10.6%	16.7	-5.3%	-43.2%
43	O=C(CNC(=S)NC(=O)c1cccc([N+](=O)[O-])c1)c1ccccc1	-5.7	0.8	-5.0%	-2.8%	-5.4%	-8.9%	8.6	-5.6%	-4.7%
44	COC(=O)C(C)N(C(=O)c1cccc2ccccc12)c1c(C)cccc1C (centres undefined)	-2.4	-1.7	-30.0%	0.4%	0.1%	-4.9%	-22.4	-5.6%	?
45	Cc1ccc(OCCn2ccnc2)c([N+](=O)[O-])c1	-11.4	3.9	-3.1%	0.5%	0.8%	-4.3%	-1.5	-1.4%	?
46	O=c1[nH]c(CSc2ncnc3sccc23)nc2cc(C(F)(F)F)ccc12	1.1	-2.2	-9.3%	-18.7%	-3.4%	4.3%	-29.1	-0.3%	0.6%
47	O=C(N1CCc2[nH]c3ccccc3c2C1)C(F)(F)F	-15.6	0.4	3.1%	2.3%	2.9%	?	16.9	6.3%	?

# These rows are one share of the data (hit frequency here may not be typical).
